Screens (PubChem BioAssay)
TRPC6 activator = activators of mouse TRPC6 channel; 0.13% of 310,000 active; B-score at 10 µM; Q61143; HEK293-TRPC6 membrane potential dye fluorescence; hits give high values;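 active = B-score of the integrated fluorescence ratio above library mean plus 3 SD, and starting fluorescence ratio within library mean plus 5 SD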;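 also: higher score means more depolarization so channel activation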
MrgX1 PAM = human MrgX1 positive allosteric modulation, primary screen; 0.63% of 310,000 active; AID 588675; Q96LB2; MrgX1-HEK293, Fluo-4 calcium flux, FDSS; hits give high values; B-score at 10 µM;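 active = plate-corrected calcium response at least 3 library SD above typical, normal starting fluorescence, not activating the receptor alone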;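 also: compound read alongside a low EC10 to EC30 dose of BAM8-22 agonist; peak minus trough fluorescence over baseline measured at the second addition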
RGS4 inh = inhibitors of human RGS4; P49798; B-score at 10 µM; 0.45% of 310,000 active; HEK293 M3R/RGS4 inducible, Fluo-4 calcium flux; hits give high values; triggered by carbachol at its EC20;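 active = B-score, a plate-corrected calcium signal, over three deviations above library mean, with baseline fluorescence within five deviations of library mean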;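 also: RGS4 expression induced by doxycycline in cells with stable M3 receptor; B-score is computed from the integrated fluorescence ratio over baseline after carbachol; higher B-score means a larger calcium signal and so more RGS4 inhibition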
ANO1 activ = activates or potentiates the mouse TMEM16A chloride channel | AID 623877 | B-score at 10 µM | 0.3% of 340,000 active | HEK293 TMEM16A/YFP-H148Q/I152L, iodide quench fluorescence; hits give low values | Q8BHY3;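 active = fluorescence-ratio B-score plate-corrected deviation score at least 3 library SD below zero, with starting fluorescence score within 5 deviations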;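 also: channel opened by trigger with iodide after compound preincubation; score built on the fluorescence ratio of max minus min over baseline; more negative score means more quench and so TMEM16A activation or potentiation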
TRPC6 inh = blocks the mouse TRPC6 cation channel | HEK293-TRPC6, membrane potential dye, ACh-evoked depolarization; hits give low values | Q61143 | B-score at 10 µM | 1.1% of 310,000 active;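 active = B-score under library mean minus 3 SD, initial fluorescence not abnormally high, positive integrated signal ratio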;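 also: B-score derived from integrated fluorescence ratio over the kinetic read; more negative B-score means stronger inhibition of depolarization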
TRPC4 act = activators of mouse TRPC4 channel; Q9QUQ5; HEK293 TRPC4beta/mu-opioid, Fluo4 calcium fluorescence; hits give high values; B-score at 10 µM; 0.49% of 310,000 active; AID 2237;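 active = B-score above 5 SD of library B-scores, and initial fluorescence ratio not above library mean plus 5 SD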;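 also: positive B-score marks a calcium rise read as TRPC4 activation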
Target sequence (Q9QUQ5 whole entry, looked up): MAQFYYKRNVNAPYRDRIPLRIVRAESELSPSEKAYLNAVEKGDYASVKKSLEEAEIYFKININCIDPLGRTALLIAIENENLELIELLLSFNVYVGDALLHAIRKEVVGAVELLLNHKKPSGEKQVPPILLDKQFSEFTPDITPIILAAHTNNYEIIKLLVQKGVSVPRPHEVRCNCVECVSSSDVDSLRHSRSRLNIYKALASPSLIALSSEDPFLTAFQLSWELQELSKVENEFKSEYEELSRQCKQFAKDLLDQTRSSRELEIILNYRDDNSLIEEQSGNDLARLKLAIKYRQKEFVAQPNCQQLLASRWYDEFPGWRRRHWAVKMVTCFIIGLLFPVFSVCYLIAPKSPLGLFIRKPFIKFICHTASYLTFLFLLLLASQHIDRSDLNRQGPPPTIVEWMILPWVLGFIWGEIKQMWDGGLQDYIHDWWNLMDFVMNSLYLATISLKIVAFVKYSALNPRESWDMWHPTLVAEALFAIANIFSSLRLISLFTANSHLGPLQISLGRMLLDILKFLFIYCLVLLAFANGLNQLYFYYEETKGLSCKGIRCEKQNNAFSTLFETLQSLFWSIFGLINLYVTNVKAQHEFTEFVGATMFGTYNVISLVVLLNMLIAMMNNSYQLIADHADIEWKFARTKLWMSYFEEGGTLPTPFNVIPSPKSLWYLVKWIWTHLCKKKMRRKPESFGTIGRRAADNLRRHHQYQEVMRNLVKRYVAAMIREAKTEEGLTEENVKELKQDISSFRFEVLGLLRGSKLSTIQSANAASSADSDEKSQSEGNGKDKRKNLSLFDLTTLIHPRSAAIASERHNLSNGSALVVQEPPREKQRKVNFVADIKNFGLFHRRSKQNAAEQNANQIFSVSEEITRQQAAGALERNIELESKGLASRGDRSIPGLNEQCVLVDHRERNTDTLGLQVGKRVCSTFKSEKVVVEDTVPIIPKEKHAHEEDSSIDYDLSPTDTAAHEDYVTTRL
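Test system: HEK293 cells stably co-expressing mouse TRPC4beta and mu-opioid receptor | Schedule: Fluo4 dye loading 45 min at room temperature, 110 s recording | Measured by: Kinetic Fluo4 calcium fluorescence, 5 s baseline at 1 Hz | Evaluation: B score of integrated ratio | Controls: Buffer (low) and maximal DAMGO (high)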
TRPC4 potent = allosteric potentiators of mouse TRPC4 channel; HEK293 TRPC4beta/mu-opioid, DAMGO EC20, Fluo-4 Ca2+ flux; hits give high values; B-score at 10 µM; 0.42% of 310,000 active; AID 2227;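 active = B-score of calcium response area above 5 SD of library B-scores, with initial fluorescence ratio within 5 SD of library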;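 also: B-score of integrated fluorescence ratio over time as area under calcium response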
MrgX1 agonist = activates human MrgX1 receptor signaling | AID 588627 | Q96LB2 | 0.44% of 310,000 active | B-score at 10 µM | MrgX1-HEK293 cells, Fluo-4 calcium fluorescence, agonist mode; hits give high values;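 active = calcium response B-score plate-corrected fluorescence ratio at least 3 library SD, with starting fluorescence B-score inside 5 SD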
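Material: HEK293 cells stably expressing human MrgX1 receptor | Quantity: 15,000 cells per well | Times: Cells plated overnight, dye loaded 0.5 h 37 °C, 0.5 h room temperature | Measured by: Kinetic Fluo-4 NW fluorescence of intracellular calcium | Control set: Positive and negative controls per plate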
MrgX1 antagonist = blocks BAM8-22 activation of human MrgX1 receptor | Q96LB2 | MRGX1-HEK293 calcium flux, Fluo-4, BAM8-22 antagonism; hits give low values | B-score at 10 µM | 1.3% of 310,000 active | AID 588676;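 active = calcium-response B-score plate-corrected more than 3 library SD below zero, starting fluorescence within 5 deviations, no agonist response on first addition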;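 also: peak minus trough fluorescence over baseline after final BAM8-22 challenge near maximal dose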
TRPC4 inh = inhibitors of mouse TRPC4 channel | HEK293 TRPC4beta/mu-opioid, DAMGO-evoked Fluo4 calcium flux; hits give low values | B-score at 10 µM | 0.39% of 300,000 active | AID 2247;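 active = B-score over 3 SD under the library average, no early fluorescence shift, positive overall ratio signal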
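Material: HEK293 cells with stable TRPC4beta plus mu-opioid receptor expression; probe or stimulus: DAMGO in two steps, submaximal then maximal; technique: Fluo4 calcium fluorescence by kinetic imaging, 5 s 1 Hz baseline; measure: integrated fluorescence ratio relative to baseline, converted to per-well B score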
TMEM16A inh = mouse TMEM16A channel inhibition, primary screen. Q8BHY3. 1.2% of 310,000 active. HEK293 TMEM16A/YFP iodide influx fluorescence, ionomycin. AID 588511. normalized B-score (activity score, 25-100; higher = stronger inhibition) at 10 µM;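 active = ratio plate-corrected score three or more library SD toward inhibition, starting fluorescence score within five deviations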;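 also: score derived from kinetic fluorescence span divided by baseline fluorescence per well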
* marks the source's active call; other numbers are inactive results; i = inactive; nt = no result given.

SMILES	TRPC6 activator	MrgX1 PAM	RGS4 inh	ANO1 activ	TRPC6 inh	TRPC4 act	TRPC4 potent	MrgX1 agonist	MrgX1 antagonist	TRPC4 inh	TMEM16A inh
CC(C)(C)OC(=O)N1CCC(Cc2cc(-c3cccnc3)no2)(C(=O)O)CC1	i	i	i	i	i	i	i	i	i	i	i
COc1ccc(Br)cc1C1NC(=O)NC(C)=C1C(=O)N(C)C (stereo not given)	i	i	i	i	i	i	i	i	i	i	i
COc1ccccc1/C=C/C=N/NC(=O)c1cnccn1	i	i	i	i	i	i	i	i	i	i	i
COc1ccc(/C=C2\CCC/C(=C\c3ccc(OC)c(OC)c3OC)C2=O)c(OC)c1OC	i	nt	i	nt	i	i	i	nt	nt	i	nt
COc1cc(OC)c(OC)cc1CNCc1ccc2c(c1)OCO2	i	i	i	i	i	i	i	i	i	i	i
Cc1cc(C)cc(NC(=O)COc2ccc3c(C)c(Cc4ccccc4)c(=O)oc3c2)c1	i	i	i	nt	i	i	i	i	i	i	i
COc1ccc(/C=N/N2CCOCC2)cc1Cn1nc(C)c([N+](=O)[O-])c1C	i	i	i	i	i	i	i	i	i	i	i
CSc1cc(-c2ccco2)oc1C(=O)c1ccco1	i	i	i	i	i	i	i	i	i	i	i
COc1ccc(CNc2nc3nc(C)c(Cl)c(C)n3n2)cc1	i	i	i	i	i	i	i	i	i	i	i
O=C(NCc1ccc2c(c1)OCO2)c1nc(Cn2cc([N+](=O)[O-])cn2)no1	i	i	i	i	i	i	i	i	i	i	i
O=C(NC1CCCc2ccccc21)c1cn2ccccc2n1 (stereo not given)	i	i	i	i	i	i	i	i	i	i	i
Cc1cc2ccccc2n1CCNC(=O)C(C)Oc1ccccc1 (stereo not given)	i	i	i	i	i	i	i	i	i	i	i
O=C1N=C(c2ccccc2)S/C1=C\c1cccs1	i	i	i	i	i	i	i	i	i	i	i
COc1ccc(CNC(=O)C2CCN(S(=O)(=O)c3ccc(SC)cc3)CC2)cc1	i	i	i	i	i	i	i	i	i	i	i
CC(C)C(=O)NCCc1nc2ccccc2n1CCOc1ccccc1	i	i	i	i	i	i	i	i	i	i	i
CCc1nc(Nc2cccc(OC)c2)c2oc3ccccc3c2n1	i	i	i	i	i	i	i	i	i	i	i
COc1cccc(CN2CCN(C(=O)c3oc4c(F)cccc4c3C)CC2=O)c1	i	i	i	i	i	i	i	i	i	i	i
Cc1nn(-c2ccc(F)cc2)c2nc(N)c(C#N)c(-c3ccc(O)c(O)c3)c12	i	i	i	i	i	i	i	i	i	i	i
CCn1c(/C=N/NC(=O)c2ccc(OC)cc2)nc2ccccc21	i	i	i	i	i	i	i	i	i	i	i
O=C(NCC1CCCO1)Nc1ccc2c(c1)OCO2 (stereo not given)	i	i	i	i	i	i	i	i	i	i	i
CCCCC(=O)Nc1ccccc1C#N	i	i	i	i	i	i	i	i	i	i	i
CN(Cc1ccno1)C(=O)CC1C(=O)NCCN1CC(c1ccccc1)c1ccccc1 (stereo not given)	i	i	i	i	i	i	i	i	i	i	i
CC(C)c1ccc2c(c1)C(=O)NC(C)(C)C2	i	i	i	i	i	i	i	i	i	i	i
CC1(C)C(=O)C2(CCCCC2)C(=O)OC1c1ccc(O)cc1 (stereo not given)	i	i	i	i	i	i	i	i	i	i	i
CN(C(=O)CCN1C(=O)C2C3C=CC(C3)C2C1=O)c1ccccc1 (stereo not given)	i	i	i	i	i	i	i	i	i	i	i
C=CCC1(CC=C)CCCN1C(=O)c1cc(COc2ccc(F)c(F)c2)on1	i	i	i	i	i	i	i	i	i	i	i
COCC(C)NC(=O)C1CC(=O)N(c2ccc(C)cc2)C1 (stereo not given)	i	i	i	i	i	i	i	i	i	i	i
CC(=O)Nc1ccc(CN2CCN(Cc3ccc(C)cc3)C(CCO)C2)cc1 (stereo not given)	i	i	i	i	i	i	i	i	i	i	i
CC(=O)Nc1ccc(S(=O)(=O)N2CCN(C(=O)N3CCCCCC3)CC2)cc1	i	i	i	i	i	i	i	i	i	i	i
C[n+]1ccc(/C=C/c2cccs2)cc1	i	i	i	i	i	i	i	i	i	i	i
CCc1ccc(-c2nn(-c3ccccc3)cc2C2SCC(=O)N2Cc2ccco2)cc1 (stereo not given)	i	i	i	i	i	i	i	i	i	i	i
COc1cc2c(cc1OC)C(SC)=NC(C)(C)C2	i	i	i	i	i	i	i	i	i	i	i
CCOc1cc(NC(=S)NCC2CCCO2)c(OCC)cc1NC(=O)c1cccc(C)c1 (stereo not given)	i	i	i	i	i	i	i	i	i	i	i
CC(C)NC(=O)CCc1nc2cccnc2n1-c1ccccc1	i	i	i	i	-5.9*	i	i	i	i	i	i
Cc1cc(C)n(CCn2nc(C)cc2C)n1	i	i	i	i	i	i	i	i	i	i	i
O=C(NCCO)c1ccc(Cl)c(Cl)c1	i	i	i	i	i	i	i	i	i	i	i

Full records, quoted from the list. Values in the order: TRPC6 activator	MrgX1 PAM	RGS4 inh	ANO1 activ	TRPC6 inh	TRPC4 act	TRPC4 potent	MrgX1 agonist	MrgX1 antagonist	TRPC4 inh	TMEM16A inh
`CC(C)NC(=O)CCc1nc2cccnc2n1-c1ccccc1` in the list: i	i	i	i	-5.9*	i	i	i	i	i	i
`Cc1cc(C)n(CCn2nc(C)cc2C)n1` in the list: i	i	i	i	i	i	i	i	i	i	i

Next results follow.
SMILES	TRPC6 activator	MrgX1 PAM	RGS4 inh	ANO1 activ	TRPC6 inh	TRPC4 act	TRPC4 potent	MrgX1 agonist	MrgX1 antagonist	TRPC4 inh	TMEM16A inh
CCOc1ccc(NC(=S)N2C3CCCC2CC(NC(=O)C2CC2)C3)cc1 (stereo not given)	i	i	i	i	i	i	i	i	i	i	i
Cc1cc(C)c2[nH]c(O)c(N=NC(=O)c3cc4c(s3)CCCC4)c2c1	i	i	i	nt	i	i	i	i	i	i	i
CCOC(=O)c1c(-c2ccncc2)csc1N	i	i	i	i	i	i	i	i	i	i	i
CC1(C)Cc2c(C#N)c(SCC(=O)c3ccccc3)nc(N3CCOCC3)c2CS1	i	i	i	i	i	i	i	i	i	i	i
O=c1cc(C(F)(F)F)nc(SCc2cccnc2)[nH]1	i	i	i	i	i	i	i	i	i	i	i
O=S(=O)(Cc1ccccc1)NCCc1ccc(F)cc1	i	i	i	i	i	i	i	i	i	i	i
Cc1ccc(-c2noc(CN3CCN(C(c4ccccc4)c4ccccc4)CC3)n2)cc1	i	i	i	i	i	i	i	i	i	i	i
CCOCCOc1nc2c(c(=O)n(C)c(=O)n2C)n1Cc1ccc(C)cc1	i	i	i	i	i	i	i	i	i	i	i
CCn1cc(/C=C(\NC(=O)c2ccc(OC)c(OC)c2)C(=O)NCCCN2CCOCC2)c2ccccc21	i	nt	i	-43*	i	i	i	nt	nt	i	nt
Cc1[nH]n(-c2ccccc2)c(=O)c1C1(C(F)(F)F)C(=O)N(c2ccccc2)C2=C1C(=O)CC(C)(C)C2 (stereo not given)	i	i	i	i	i	i	i	i	i	i	i
CCOC(=O)N1C2=NC(C(=O)OC)=C(C(=O)OC)[C@@H]3Nc4ccccc4[C@]23C[C@H]1C(=O)OC	i	i	i	i	i	i	i	i	i	i	i
COc1ccc(C(=O)/C=C2\NCC3c4ccccc4CCN3C2=O)cc1 (stereo not given)	i	i	i	i	i	i	i	i	i	i	i
COc1ccc(C2CC(c3cccs3)=NN2C(=O)CCC(=O)O)cc1 (stereo not given)	i	i	i	i	i	i	i	i	i	i	i
CC[C@H](C)[C@H](NC(=O)OCc1ccccc1)C(=O)OCC(=O)N(C)CC(=O)Nc1ccccc1Cl	i	i	i	i	i	i	i	i	i	i	i
O=C(NCc1ccc(Cl)cc1Cl)C1CC(=O)N(Cc2ccccc2)C1 (stereo not given)	i	i	i	i	i	i	i	i	i	i	i
Cc1cc(C)nc(N2C(=O)CC(C(C)c3ccccc3)C2=O)n1 (stereo not given)	i	i	i	i	i	i	i	i	i	i	i
CC1CN(C(=O)c2ccc(NS(=O)(=O)c3ccc(C(C)(C)C)cc3)cc2)CC(C)O1 (stereo not given)	i	nt	i	i	i	89*	i	nt	nt	i	nt
COc1ccc(C(=O)Nc2cc(C(=O)NCCc3ccccc3)ccc2Cl)cc1	i	i	i	i	i	i	i	i	i	i	i
COCCNC(=O)c1nc2c(nnn2Cc2cc(C)ccc2C)c(=O)[nH]1	i	i	i	i	i	i	i	i	i	i	i
CCCCc1nnc(NC(=O)c2ccc3[nH]c(=O)c(=O)[nH]c3c2)s1	i	i	i	i	i	i	i	i	i	i	i
O=C(Nc1ccc(-n2nncc2-c2ccco2)cc1)c1ccc(F)cc1	i	i	i	i	i	i	i	i	i	i	i
COc1ccc(-c2cc(C(=O)O)c3sc(N4CCCCC4)nc3n2)cc1OC	i	i	i	i	i	i	i	i	i	i	i
CCOC(=O)c1c(C)n(C)c2ccc(OC)c(NC(=O)CN3CCC4(CC3)OCCO4)c12	i	i	i	i	i	i	i	i	i	i	i
Cc1cc(C)n2ncc(C(=O)Nc3cccc(O)c3)c2n1	i	i	i	i	i	i	i	i	-5.9*	i	i
CC1CCc2cc(F)ccc2N1C(=O)c1cc2nc(-c3ccco3)cc(C(F)(F)F)n2n1 (stereo not given)	i	i	i	i	i	i	i	i	i	i	i
COc1ccc(C2NC(c3ccc(OC)cc3OC)C(C)C(=O)C2C)c(OC)c1 (stereo not given)	i	i	i	-5.9*	i	i	i	i	i	nt	i
O=C(c1ccco1)N1CCN(c2ccc([N+](=O)[O-])cc2Cl)CC1	i	i	i	i	i	i	i	i	i	i	i
C=C(C)COc1ccc(-c2[nH]ncc2Oc2ccccc2OCC)c(O)c1	i	i	i	i	i	i	i	i	i	i	100*
COc1cc(S(=O)(=O)N2CCCCC2)ccc1NC(=O)c1ccccc1Cl	i	i	i	i	i	i	i	i	i	i	i
O=C(O)c1cc([N+](=O)[O-])ccc1NCCCc1ccccc1	i	i	i	i	i	i	i	i	i	i	i
CCOC(=O)N1CCN(Cc2ccccn2)CC1	i	i	i	i	i	i	i	i	i	i	i
CCn1cc(CNC(=O)c2cc(-c3ccccc3OC)nc3ccccc23)c(C)n1	i	i	i	i	i	i	i	i	i	i	i
